ELG1 repair inh: qHTS screen for small molecules that inhibit ELG1-dependent DNA repair in human embryonic kidney (HEK293T) cells expressing luciferase-tagged ELG1; 2.3% of 330,000 active; Potency, µM (highest dose often 46.1 µM), for the others: at the top dose activity change, negative = inhibition, most hits filed as inhibitors; HEK293T ELG1-luciferase reporter, luminescence, 16 h; DNA damage induced by 5-fluorouridine; also: potency is read from the fitted curve at half-maximal effect; % is scaled to controls: 0 for no effect and ±100 for the full control effect; nearly all actives have a fitted effect of over 55% in size
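Quantitative HTS, concentration-response format. 2,000 cells/well co-treated with 5-fluorouridine and compound, 16 hr in 5% CO2 at 37 °C; ONE-Glo luminescence read after 30 min.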
BRCA1 expr act: qHTS Assay to Identify Small Molecule Activators of BRCA1 Expression. Potency, µM (top dose mostly 46.1 µM), for inactives: top-dose activation, most hits filed as activators. 1.1% of 380,000 active. AID 624202, 2012. MCF7-BRCA1-FFLuc reporter, luminescence, 48 h; response scale: scaled: vehicle 0%, 10 µM genistein 100%; also: potency is read from the fitted curve at half-maximal effect; nearly all actives have a fitted effect of over 80% in size; some results filed as inactive show a strong effect at the top dose
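Luminescence from a BRCA1-driven firefly luciferase in MCF7 cells was the read-out, taken 15 min after substrate addition following 48 h compound exposure at 37 °C. Data were normalized to a 10 microM genistein control and DMSO vehicle.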
TRPV1 agonist: HTS Assay for Compounds that Act as Agonists of the Vanilloid Receptor 1; Transient receptor potential cation channel subfamily V member 1 (Homo sapiens), Q8NER1; TRPV1-expressing cells, Fluo-8 calcium influx, agonist mode; activation, % at 8.33 µM; 0.19% of 320,000 active; in the data active = activation above about 80%; inconclusive = between about 30% and that limit; also: 0% is about no effect
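TRPV1-expressing cells were cultured overnight at 35.5C and loaded with Fluo-8 calcium dye for 40 to 90 min at room temperature. After a 10 s baseline, compound was added and calcium influx was read kinetically for 3 min (ex 480/em 520 nm).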
TSG101-PTAP inh: qHTS Assay for Iinhibitors of HIV-1 Budding by Blocking the Interaction of PTAP/TSG101; Potency, µM (series often up to 115 µM), for inactives: top-dose activity change, negative = inhibition, most hits filed as inhibitors; AID 493005, 2010; Fluorescence polarization, FITC-PTAP peptide / Tsg101 binding; 340,000 tested, under 10 active; Tumor susceptibility gene 101 protein (Homo sapiens), Q99816; active = well fitted inhibition curve with a large enough effect in the main read-out, with a control signal flat, not every such curve was filed as active; inconclusive = small, poorly fitted or top-dose-only effect, or effect the other way, or a change in a side signal; inactive = no such curve, though single readings can be large or run the other way; also: potency is read from the fitted curve at half-maximal effect; % of control where 0% means no effect
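Tsg101 binding domain (10 uM final) was mixed with compound and a FITC-labeled PTAP peptide (50 nM final) in HEPES pH 7.5 buffer with NaCl, Tween 20, EDTA and TCEP; fluorescence polarization was read after 20 min at r.t.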
a7 integrin act: qHTS for Activators of Integrin-Mediated Alleviation for Muscular Dystrophy | alpha7betagal myoblasts, beta-gal FDG fluorescence, 48 h | Potency, µM (series often up to 38.3 µM), for the others: at the highest dose activation, hits mostly activators | 0.064% of 350,000 active | AID 624291, 2012;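 also: potency is read from the fitted curve at half-maximal effect; 100% = response of the positive control SU9516; nearly all actives have a fitted effect of over 60% in size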
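alpha7betagal+/- myoblasts (passage 13, 250/well) treated 48 h at 37C with compounds at 1:260 dilution of DMSO stock. Lysed, then beta-galactosidase activity read as FDG fluorescence (ex 480/em 540) after 30 min, with pre-read for autofluorescence.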
MLL CXXC-DNA inh: qHTS Fluorescence Polarization Assay for Inhibitors of MLL CXXC domain - DNA interaction; Histone-lysine N-methyltransferase 2A (Homo sapiens), Q03164; MLL-CXXC / FITC-HOXA9 DNA fluorescence polarization; Potency, µM (series often up to 115 µM), without a hit: top-dose activity change, negative = inhibition, usual class: inhibitors; 0.037% of 290,000 active; AID 2662, 2010; active = well fitted inhibition curve with a large enough effect in the polarisation, with a control signal flat, not every such curve was filed as active; inconclusive = small, poorly fitted or top-dose-only effect, or effect the other way, or a change in a side signal; inactive = no such curve, though single readings can be large or run the other way; the % refers to the polarisation; also: potency is read from the fitted curve at half-maximal effect
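Purified MLL-CXXC (added from a 7 uM solution) was preincubated 5 min at ambient with pinned compounds in 50 mM Tris-HCl pH 7.5, 50 mM NaCl, 1 mM DTT, 0.05% BSA. Fluorescein-labeled HOX-A9 DNA (50 nM solution) followed, 30 min, then polarization read.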
AT treatment: qHTS Assay for Identifying a Potential Treatment of Ataxia-Telangiectasia; AID 485349, 2010; Potency, µM (series often up to 57.5 µM), inactives show at the highest dose activation, usual class: activators; 0.19% of 320,000 active; […] A-T fibroblasts, KAP-1 phosphorylation AlphaLISA; neocarzinostatin DNA damage 30 min before lysis; also: potency is read from the fitted curve at half-maximal effect; % of control where 0% means no effect; nearly all actives have a fitted effect of over 45% in size
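hTERT-immortalized A-T patient fibroblasts ([…]), 500 cells/well in OPTI-MEM, 1% FBS, got compounds for 60 min, then NCS for 30 min at 37C. Lysates were then assayed for phospho-KAP-1 by AlphaLISA (anti-pKAP1 donor, anti-KAP1 acceptor beads), 6 hr at 25C.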
p53 reactivator: qHTS assay for re-activators of p53 using a Luc reporter | H1299 p53-A138V BP100-luciferase reporter, luminescence, 24 h | Potency, µM (titrated, usually from 92.2 µM), inactives show top-dose activity change, positive = activation, most hits filed as activators | 0.063% of 320,000 active; also: potency is read from the fitted curve at half-maximal effect; % of control where 0% means no effect; nearly all actives have a fitted effect of over 45% in size
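H1299 (p53-null), stable ts p53-A138V + BP100-Luc; 1000 cells/well, Opti-MEM/10% FBS; cpd 4 pt, 1:5; 24 h, 37 deg C, 5% CO2; detection reagent 10 min RT; luminescence.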
B2AR arrestin: qHTS assay of beta-arrestin-biased ligands of beta2-adrenergic receptor; beta-arrestin recruitment to beta2AR, cell-based reporter; Beta-2 adrenergic receptor (Homo sapiens), P07550; AID 492947, 2010; Potency, µM (highest dose often 46.1 µM), inactives show top-dose activation, usual class: activators; 0.02% of 330,000 active;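 also: potency is read from the fitted curve at half-maximal effect; 0% = DMSO controls and full agonism = EC100 isoproterenol or metaproterenol; nearly all actives have a fitted effect of over 65% in size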
TCR activator: Activators of T cell receptors: qHTS campaign. primary human leukocytes, anti-CD3, IL-2 HTRF, 48 h. Potency, µM (highest dose often 9.22 µM), without a hit: at the highest dose activation of IL-2 secretion, most hits filed as activators. 330,000 tested, under 10 active; also: % of control where 0% means no effect
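Compounds are tested in HTS on primary human leukocytes co-incubated with a-CD3 beads for 48 hr. IL-2 output is measured by time-resolved FRET.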
Starred values were filed as active, the others as inactive; ? = inconclusive; . = no result given; [ ] = another dose, or the depositor's remark. Unless noted, calls follow the shape of the dose curve; as a rule, active = well fitted curve in the direction sought with a large enough effect; inconclusive = small, poorly fitted or top-dose-only effect, or another doubt; inactive = no such curve, though single readings can be large; an effect the other way counts as inactive or inconclusive.

Structure	ELG1 repair inh	BRCA1 expr act	TRPV1 agonist	TSG101-PTAP inh	a7 integrin act	MLL CXXC-DNA inh	AT treatment	p53 reactivator	B2AR arrestin	TCR activator
CCOc1ccc2nc(SCC(=O)NCC3CCCO3)sc2c1 (configuration not stated)	-6%	5%	.	-9%	-3%	.	8%	15%	0.0%	2%[46.1 µM]
O=C(O)c1ccccc1C(=O)NCc1ccccc1	9%	-5%	-2	-3%	-2%	5%	1%	3%	-0.3%	-2%
CCN(CC)CC(O)COCCC12CC3CC(CC(C3)C1)C2 (configuration not stated)	-3%	-27%	-2	-4%	-57%[inhibitor]	0%	.	-2%	-0.4%	0%
Cc1ccc(C(=O)O)c(C(=O)Nc2nc(C)cs2)c1	-4%	-17%	-2	-7%	-11%	-4%	2%	19%	-0.1%	3%
O=C(CCN1C(=O)/C(=C/c2ccccc2Cl)SC1=S)NC1CCS(=O)(=O)C1 (configuration not stated)	?	-5%	4	-4%	8%	22%	-7%	13%	-0.8%	4%
S=C(NCc1ccco1)Nc1ccc(Br)cn1	2%	-19%	4	0%	6%	0%	7%	-2%	0.2%	3%
N/C(=N\OC(=O)c1cccc(Br)c1)c1ccccn1	?	-63%[inhibitor]	28	-2%	-3%	-12%	18%	-19%	-0.7%	0%
Cc1ccc(NC(=O)CSc2nc3[nH]ncc3c(=O)[nH]2)cc1	4%	-12%	3	1%	4%	6%	2%	1%	0.2%	7%
O=[N+]([O-])c1ccc(COc2cccc(CN3CCCCC3)c2)cc1	.	7%	.	-2%	-5%	.	.	.	.	-2%
Fc1ccccc1Cn1nnc2c(NCCc3ccccn3)ncnc21	-23%	2%	26	-1%	-2%	-14%	17%	12%	0.5%	0%
Cc1ccc(C(=O)Cn2nnc3c(sc4nc5c(c(-c6ccccc6)c43)CCC5)c2=O)cc1	-14%	-16%	1	-1%	11%	4%	-4%	-2%	0.4%	6%
O=C1CC(N2CCN(c3ccc(Cl)cc3)CC2)C(=O)N1c1ccc(F)cc1 (configuration not stated)	4%	-4%	3	0%	22%	4%	-1%	.	-0.6%	0%
CCOc1ccc(NC(=S)N(CCc2c(C)[nH]c3ccc(C)cc23)Cc2ccncc2)cc1	?	-36%	-4	-2%	12%	9%	16%	0%	-0.1%	4%
O=S(=O)(N1CCCCCC1)N1CCN(S(=O)(=O)N2CCOCC2)CC1	-3%	-6%	-1	-2%	7%	1%	6%	8%	0.4%	2%
N/C(=N\OC(=O)Cc1cccs1)c1ccccc1	?	76%	5	-6%	0%	0%	0%	24%	0.0%	0%
CCn1c(C)c(C(C)=O)c(N2CCN(c3ccccc3)CC2)nc1=S	-10%	-22%	13	-7%	3%	5%	-8%	-1%	-0.2%	3%
CC1=CCC(C(=O)O)C(C(=O)NC2CCCCC2)C1 (configuration not stated)	-2%	13%	-2	-2%	2%	1%	-1%	-1%	0.1%	0%
Fc1ccc(CN2CCCCCCC2)cc1F	?	16%	-6	-7%	15%	-1%	.	-3%	-0.8%	3%
C=CC[C@@H](Cc1ccc(F)cc1)C(=O)OC[C@@H]1CCCN1C(=O)[C@H](CC=C)CC(=O)N(CCO)Cc1ccccc1	?	-37%	.	-6%	-32%	.	6%	9%	0.1%	-9%
Cc1cc2nc(-c3cccnc3SCC(=O)NC(C)C)[nH]c2cc1C	?	82%	0	-8%	3%	-4%	21%	5%	0.0%	-5%
COC(=O)c1ccccc1NC(=O)CN1CCN(C(=O)c2ccco2)CC1	-10%	1%	12	0%	-6%	-2%	1%	10%	-1.5%	7%
O=C(Nc1cc2c(ccc3ccccc32)oc1=O)C1CCCCC1	22%	2%	5	-4%	6%	-3%	-11%	4%	-0.2%	.
CC1(C)Cc2c(sc3c2c(=N)n(Cc2ccco2)c(=O)n3CC(=O)Nc2ccc(Cl)cc2)CO1	21µM*	-34%	-3	-2%	15%	30%	1%	-7%	-0.1%	-1%
CCC1CCc2sc(C(=O)NNC(=O)c3ccncc3)cc2C1 (configuration not stated)	5%	0%	?	-4%	21%	.	5%	2%	-0.1%	0%
COC(=O)Nc1nnc(CCc2ccccc2)s1	0%	3%	2	-3%	4%	-6%	10%	9%	0.3%	-7%
O=C(COC(=O)Cc1ccsc1)Nc1ccc(Cl)cn1	30%	11%	30	1%	6%	.	19%	5%	0.1%	2%
Clc1ccc(CSCCc2ccncc2)cc1	?	32%	14	-6%	30%	6%	9%	1%	0.1%	-4%
Cc1ccccc1CN1C(=O)CS/C1=N/N=C/c1ccco1	-10%	-12%	13	1%	-33%[inhibitor]	1%	29%	-2%	0.5%	-1%
Cn1cc(C[C@H](NC(=O)OC(C)(C)C)C(=O)N[C@H](CO)Cc2ccccc2)c2ccccc21	.	-16%	.	-1%	-4%	.	.	.	.	-5%
Cn1c(=O)oc2cc(S(=O)(=O)N3CCC4(CC3)OCCO4)ccc21	-6%	0%	0	-3%	0%	28%	9%	-6%	0.4%	2%
Cc1ccc([N+](=O)[O-])cc1N=Cc1ccc(Br)s1	?	-25%	2	-3%	6%	3%	-4%	?	-0.3%	-6%
CC1CC(=O)Nc2ccccc2N1C(=O)Cn1cnc2ccc(Br)cc2c1=O (configuration not stated)	3%	-17%	-2	0%	26%	.	0%	7%	0.1%	-2%
CCOC(=O)c1c(C)[nH]c(C(=O)C(C)Sc2ccc(Cl)cc2)c1C (configuration not stated)	?	44%	1	-3%	-19%	3%	2%	?	-0.1%	-24%
O=C(Nc1ccc(N2CCN(c3ccc(C(F)(F)F)cn3)CC2)nc1)c1cccs1	1%	0%	2	-5%	-23%	0%	-3%	0%	-0.2%	0%
Cc1cccc(C)c1NC(=O)CSc1nnc(C)n1-c1ccccc1	4%	-22%	4	1%	2%	-12%	-3%	-4%	0.0%	-1%[46.1 µM]
CC(Oc1ccccc1)C(=O)Nc1oc(-c2ccco2)c(-c2ccco2)c1C#N (configuration not stated)	-1%	-26%	20	2%	-22%	-1%	8%	-7%	-0.2%	3%

Compound profiles, as listed above. Values in the order: ELG1 repair inh, BRCA1 expr act, TRPV1 agonist, TSG101-PTAP inh, a7 integrin act, MLL CXXC-DNA inh, AT treatment, p53 reactivator, B2AR arrestin, TCR activator
Record of O=C(Nc1ccc(N2CCN(c3ccc(C(F)(F)F)cn3)CC2)nc1)c1cccs1 = 1%, 0%, 2, -5%, -23%, 0%, -3%, 0%, -0.2%, 0%
Record of CC1CC(=O)Nc2ccccc2N1C(=O)Cn1cnc2ccc(Br)cc2c1=O (configuration not stated) = 3%, -17%, -2, 0%, 26%, ., 0%, 7%, 0.1%, -2%
Record of CC(Oc1ccccc1)C(=O)Nc1oc(-c2ccco2)c(-c2ccco2)c1C#N (configuration not stated) = -1%, -26%, 20, 2%, -22%, -1%, 8%, -7%, -0.2%, 3%
Record of CCOC(=O)c1c(C)[nH]c(C(=O)C(C)Sc2ccc(Cl)cc2)c1C (configuration not stated) = ?, 44%, 1, -3%, -19%, 3%, 2%, ?, -0.1%, -24%
Record of Cc1ccc([N+](=O)[O-])cc1N=Cc1ccc(Br)s1 = ?, -25%, 2, -3%, 6%, 3%, -4%, ?, -0.3%, -6%

Compound activity deposited in PubChem by National Center for Advancing Translational Sciences (NCATS).
